# SENP8 inh: blocks the human protease SENP8; inhibition, % at 10 µM; purified SENP8, Z-RLRGG-aminoluciferin cleavage, luminescence; AID 2540; 330,000 tested, 1.2% active
# Target sequence (Q96LD8 whole entry, looked up): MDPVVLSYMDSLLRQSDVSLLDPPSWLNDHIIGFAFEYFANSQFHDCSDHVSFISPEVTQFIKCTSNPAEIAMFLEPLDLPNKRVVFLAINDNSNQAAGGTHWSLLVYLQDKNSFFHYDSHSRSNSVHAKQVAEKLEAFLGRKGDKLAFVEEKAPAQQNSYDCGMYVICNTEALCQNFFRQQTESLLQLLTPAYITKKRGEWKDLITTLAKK
# 697 NFkB inh: inhibitors of the PMA/ionomycin-induced NF-kB reporter in 697 B cells; inhibition, % at 4 µM; 330,000 tested, 0.33% active; 697 B-cell NF-kB luciferase reporter, 16 h; in the data active = inhibition above about 35%
# UBC13 inh: human UBC13 polyubiquitination inhibition | P61088 | UBC13 polyubiquitin chain formation, TR-FRET | inhibition, % at 20 µM | 330,000 tested, 0.47% active; in the data active = inhibition above about 45%, passing the limit was not always enough
# Target sequence (P61088 whole entry, looked up): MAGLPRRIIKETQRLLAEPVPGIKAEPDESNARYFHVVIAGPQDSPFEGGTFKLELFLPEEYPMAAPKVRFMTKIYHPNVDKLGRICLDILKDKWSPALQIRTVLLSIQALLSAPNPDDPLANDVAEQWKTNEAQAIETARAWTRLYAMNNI
# Apaf1 inhib: blocks human Apaf-1 apoptosome activity; reconstituted apoptosome caspase-3 activity, DEVD-Rh110 fluorescence; inhibition, % at 20 µM; 330,000 tested, 0.71% active; O14727; active = inhibition of at least 40% at 20 µM;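 note: plate controls were DMSO wells for no effect and DEVD-CHO caspase inhibitor wells for full effect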
#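 Material: reconstituted apoptosome with Apaf-1, cytochrome c, caspase-9, procaspase-3, dATP; medium: pH 7.5 Hepes buffer with CHAPS, BSA, DTT; also added: cytochrome c and DEVD-Rh110 substrate; timing: 30 min plus 50 min, RT; signal: Rh110 fluorescence intensity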
# Jurkat NFkB inh: inhibitors of the PMA/ionomycin-induced NF-kB reporter in Jurkat cells. PMA/ionomycin-induced NF-kB luciferase reporter, luminescence. inhibition, % at 4 µM. 330,000 tested, 0.53% active
# EBI2 block: EBI2 (human) antagonism | P32249 | EBI2 beta-arrestin recruitment, luminescence, 7a,25-OHC stimulated | inhibition, % at 5 µM | 360,000 tested, 0.81% active; in the data active = inhibition above about 38%;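 note: enzyme fragment complementation signal reports receptor beta-arrestin coupling in cells; 0% = agonist plus DMSO wells and 100% = wells without agonist; some results beyond the cut were filed as inactive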
# Target sequence (P32249 whole entry, looked up, the tested form may be a part): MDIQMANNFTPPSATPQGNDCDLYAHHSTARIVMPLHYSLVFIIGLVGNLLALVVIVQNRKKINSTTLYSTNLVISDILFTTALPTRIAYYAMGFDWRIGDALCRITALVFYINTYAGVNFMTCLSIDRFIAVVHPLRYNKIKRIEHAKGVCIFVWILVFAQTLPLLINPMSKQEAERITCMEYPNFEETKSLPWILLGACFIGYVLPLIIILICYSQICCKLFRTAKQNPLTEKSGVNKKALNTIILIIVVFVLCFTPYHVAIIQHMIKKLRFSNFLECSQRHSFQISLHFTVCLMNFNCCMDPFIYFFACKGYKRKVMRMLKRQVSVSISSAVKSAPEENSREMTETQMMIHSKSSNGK
# CCR6 antag: CCR6 (human) receptor antagonism; P51684; CHO-K1 CCR6 PathHunter beta-arrestin, luminescence, CCL20-stimulated; inhibition, % at 20 µM; 340,000 tested, 0.49% active; AID 493098;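 active = compounds whose inhibition of the agonist-driven luminescence signal at 20 µM reaches about 50%, limit read from the data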;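 note: cells stimulated with CCL20 at 14 nM final; plate controls were DMSO with CCL20 for no effect and DMSO without agonist for full effect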
# Gli-Sufu block: Gli-Sufu pathway antagonism; Sufu-KO-LIGHT fibroblasts, Gli luciferase reporter luminescence; AID 588413; 340,000 tested, 0.74% active; inhibition, % at 5 µM;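 active = inhibition above about 55%, limit read from the data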;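 note: 0% = DMSO-treated cells and 100% = wells with medium but no cells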
# The depositor's hits bear a star; nt = no result given. Cut-off read from the data, not from the text of the source, unless noted: active = inhibition above about 50%; inactive = the rest. Some of the compounds tested; rates above refer to the full screens.
# The first 2 compounds, to show the layout:
SMILES,SENP8 inh,697 NFkB inh,UBC13 inh,Apaf1 inhib,Jurkat NFkB inh,EBI2 block,CCR6 antag,Gli-Sufu block
O=C(NCC1COCCO1)c1ccc2nc(Cc3cccc(Cl)c3)oc2c1 (stereo not given),1,-36,-1,-15,1,-3,2,-12
COc1ccc(COCCN2CCN(S(=O)(=O)c3ccc(C)cc3)CCC2=O)cc1,-20,3,3,13,4,nt,3,3

# The listing (from the top)
SMILES,SENP8 inh,697 NFkB inh,UBC13 inh,Apaf1 inhib,Jurkat NFkB inh,EBI2 block,CCR6 antag,Gli-Sufu block
O=C(NCC1COCCO1)c1ccc2nc(Cc3cccc(Cl)c3)oc2c1 (stereo not given),1,-36,-1,-15,1,-3,2,-12
COc1ccc(COCCN2CCN(S(=O)(=O)c3ccc(C)cc3)CCC2=O)cc1,-20,3,3,13,4,nt,3,3
CCN1CCN(c2ccc(S(=O)(=O)N3CCCCC3)cc2NC(=O)c2ccc(C)o2)CC1,-5,-5,5,6,4,7,12,26
Cc1oc2ccc(OC(=O)COc3c(F)c(F)c(F)c(F)c3F)cc2c1C(=O)OC(C)C,-3,2,12,-7,-6,-7,-1,5
O=C(N/C(=C\c1ccc(F)cc1)C(=O)N1CCCCCC1)c1ccccc1,-2,12,-13,7,4,-4,1,-2
Cc1ccc(NC(=O)CCS(=O)(=O)c2cccc3nonc23)c(Br)c1,0,8,6,4,5,1,10,2
Cc1ccc(C(=O)C[n+]2cccc3ccccc32)cc1,-4,-13,-10,3,-20,8,3,-17
CCOC(=O)[C@@H]1[C@H]2COc3ccc(Br)cc3[C@@H]2N2C(=O)N(c3ccc(F)cc3)C(=O)[C@]12C,2,-3,-6,12,-1,14,21,28
COc1ccc(NC(=S)N(Cc2cccc(Br)c2)CC2CCC(C(=O)O)CC2)cc1 (stereo not given),5,8,-12,4,3,5,-3,11
CCc1nc(SCC(=O)OC)c2c3c(sc2n1)COC(C)(C)C3,-1,-4,-1,8,-17,5,19,1
CN1C(=O)[C@H]2[C@@H](/C=C/c3ccccc3)N3C(=O)CN(Cc4ccccc4)C(=O)[C@@]3(C)[C@H]2C1=O,-11,3,-10,-2,14,-1,5,-6
CCn1c(C)[n+](CCOC(C)=O)c2cc(Cl)c(Cl)cc21,7,-11,6,-12,-6,2,-1,6
O=C(C[C@@H]1C/C=C\C[C@H](Cc2ccc(F)cc2)C(=O)OCCNC1=O)NCCO,-7,4,12,-2,6,3,-4,-5
Cc1cccc(OCC(O)Cn2c(=N)n(CCN3CCCCC3)c3ccccc32)c1 (stereo not given),-1,-13,16,4,2,8,20,23
Cc1cccc(-n2c(C)cc(C(=S)N3CCOCC3)c2C)c1C,6,-3,-7,0,4,-2,13,9
O=C(CCN=C1NS(=O)(=O)c2ccccc21)OCc1nnc(-c2ccc([N+](=O)[O-])cc2)o1,-16,3,-22,6,-9,-10,-10,2
CN(C(=O)CSc1nnc(C2CC2)n1-c1ccccc1)C1CCS(=O)(=O)C1 (stereo not given),-6,-13,1,-5,1,-5,8,-5
O=C(Nc1ccc(Cl)cc1Cl)c1ccc2ncsc2c1,-1,-135,1,7,-77,8,6,-57
Cc1[nH]c2ccc3ncccc3c2c1C,-3,-28,-20,-15,-1,4,-10,1
O=C1N=C(N2CCCCC2)S/C1=C\c1ccncc1,-5,-13,-9,-7,6,2,2,5
CN(C(=O)c1cccc(C#N)c1)c1nnc(-c2ccccn2)s1,-2,7,0,-9,-13,-1,3,-12
Cc1ccc(-c2noc(-c3c(C)noc3C)n2)cc1,1,7,-2,-9,-13,6,10,1
CC(=O)N(c1ccc(Cl)cc1)c1c[nH]c2ccccc12,4,5,0,-22,17,5,19,56*
O=C(CN1C(=O)C2C3CCC(C3)C2C1=O)Oc1ccc2ccccc2c1 (stereo not given),-9,-14,-11,15,-14,-3,4,-5
CC(=O)c1ccc(NC(=O)C(C)OC(=O)C(C)Oc2cccc(C)c2)cc1 (stereo not given),-1,-14,0,6,0,-1,12,0
CC1CCc2[nH]c3ccc(C(=O)N(C)CC(=O)Nc4ccccc4C(F)(F)F)cc3c2C1 (stereo not given),-5,0,1,18,-6,30,0,1
CN(C)CCn1cnc2c1c(=O)[nH]c(=O)n2Cc1ccccc1,-2,-7,0,1,-3,-17,2,0
COc1ccc(C(=O)OCCN2C(=O)c3ccccc3C2=O)cc1,-8,-1,4,-4,-7,5,-2,-27
COc1ccccc1NC(=S)N1CCN(c2ccccn2)CC1,-4,-18,-13,5,-18,-14,10,-8
CCCCN(C)C(=O)c1ccc(CS(=O)(=O)c2ccccc2C)o1,-8,-4,6,10,6,-2,-5,8
O=C(Cn1c(CC(=O)N2CCOCC2)nc2ccccc21)Nc1ccc2c(c1)OC(F)(F)O2,-4,-9,-1,5,18,-2,2,-4
O=C(Nc1ccnn1C1CCN(C(=O)c2ccccc2C(F)(F)F)CC1)C1CC1,-7,14,3,13,-5,5,18,-36
Cc1cc(C)c(OCCn2ccnc2)c(C)c1,2,-24,6,9,-14,-4,15,4
O=C(O)C1CCN(C(=O)c2ccccc2N2C(=O)[C@@H]3Cc4c([nH]c5ccccc45)C(c4cccc(Cl)c4)N3C2=O)CC1 (stereo not given in full),-2,18,-12,-1,2,-7,-1,5
COc1ccccc1OCCNC(=O)CCC(=O)N1CCOCC1,0,13,-4,5,9,0,1,0
C=CCc1ccccc1OCC(O)CNC(C)C (stereo not given),-4,0,-9,21,1,2,17,-3
Cn1c(N)c(C(=O)COC(=O)C2(c3ccc(Cl)cc3)CCCC2)c(=O)n(C)c1=O,2,-22,2,26,9,10,-2,7
COc1cccc(-c2cc(C(=O)Nc3c(C)nn(Cc4ccccc4C)c3C)no2)c1,2,-9,13,10,13,11,7,3
COc1ccc2c(c1)C(c1ccccc1)NC(=O)C2 (stereo not given),2,-25,-3,13,-11,2,-2,-4
CN(CCS(=O)(=O)c1ccc(Cl)cc1)Cc1cccnc1,-3,18,2,-18,15,-7,0,1
Cc1ccc(C(=O)c2ccccc2C(=O)O)c(O)c1,3,4,6,-22,5,-2,11,4
COc1cc(NS(=O)(=O)c2ccc(NC(=S)NC(=O)c3ccco3)cc2)nc(OC)n1,1,27,5,-19,5,-9,38,-7
COc1ccc(OC)c(NC(=O)C(=O)/C=C(\O)c2cc(OC)ccc2OC)c1,8,1,-22,12,-18,-9,7,6
Cc1cccc(OCC(=O)N(Cc2ccc(N(C)C)cc2)C2CCS(=O)(=O)C2)c1 (stereo not given),0,-3,-3,4,5,-6,6,17
Cc1ccc(NC(=O)COC(=O)c2ccc(F)cc2Cl)c(Br)c1,-5,11,-2,13,-3,2,9,-2
Cc1cc(C)nc(SCC(=O)Nc2ccc(N3CCOCC3)cc2)n1,0,14,-2,-15,12,-2,-6,-13
CCOC(=O)c1[nH]c(C)c(C(=O)Nc2ccc(C)c(F)c2)c1C,-2,-11,9,5,26,10,11,-18
COc1cc(/C=N/NS(=O)(=O)c2ccc(C)cc2)ccc1OCc1cccc(C(=O)O)c1,12,23,-13,5,62*,6,12,-122
COCCn1nc2cc(C(=O)NCC34CC5CC(CC(C5)C3)C4)ccc2c1OC,-8,21,8,2,3,-2,2,-3
CCCCN1C(=O)C(=O)N(CC(=O)c2ccc3c(c2)CCCC3)C1=O,1,19,0,7,4,7,4,-10
CC(=O)Nc1cccc(N2CCCC2=O)c1,11,-11,-11,3,3,-11,-2,4
CC(=O)NC(CC(=O)Nc1cccc(S(=O)(=O)N2CCCC2)c1)c1ccccc1 (stereo not given),-3,-3,6,-2,-4,-9,14,2
C/C(=N\NC(=O)c1ccccc1)c1ccc(N2CCOCC2)cc1,-6,-4,-7,0,1,-19,14,-2
COCCN1C(=O)N[C@@H](c2cccc(C(F)(F)F)c2)[C@H](C(=O)OC)[C@H]1C,-5,22,-2,-2,9,-15,9,-3
CCCCn1c(SCC(=O)c2ccc(OC)cc2OC)nc2cc(S(N)(=O)=O)ccc21,-9,1,-36,24,-27,8,14,-1
COc1ccc(N2CSC3=C(C#N)C(c4cccs4)CC(=O)N3C2)cc1 (stereo not given),-1,17,-23,26,-1,-1,-2,-3
O=C(Cc1ccc(Cl)cc1)N/N=C1\CCCc2ccccc21,4,-19,5,9,25,-3,4,13
O=C1c2ccccc2C(=O)N1CCn1nc(Cl)nc1Cl,0,-1,-3,-16,-11,-2,9,-10
O=C1NC(=S)N/C1=C/c1cccn1-c1ccc([N+](=O)[O-])cc1,4,5,-12,22,-4,11,8,6
CCOC(=O)c1c(C2COc3ccccc3O2)csc1NC(=O)c1ccccc1 (stereo not given),0,25,32,2,-8,10,3,9

# Jurkat NFkB inh, entries above that show a hit.
Structure,SENP8 inh,697 NFkB inh,UBC13 inh,Jurkat NFkB inh,EBI2 block,CCR6 antag
COc1cc(/C=N/NS(=O)(=O)c2ccc(C)cc2)ccc1OCc1cccc(C(=O)O)c1,12,23,-13,62*,6,12

# Next part:
SMILES,SENP8 inh,697 NFkB inh,UBC13 inh,Apaf1 inhib,Jurkat NFkB inh,EBI2 block,CCR6 antag,Gli-Sufu block
CC1(C)CC(NCc2ccncc2)CC(C)(C)N1,3,11,-7,-6,-13,-7,14,-4
CCOC(=O)N1CCN(S(=O)(=O)c2ccc(OC)c(C(=O)N3CCCCC3)c2)CC1,5,3,-1,3,-43,12,8,19
COc1ccc(-n2cnnc2SCC(=O)Nc2ccccc2F)cc1,1,16,2,-6,8,-4,3,-11
COc1ccccc1N(C(=O)c1snc(C(N)=O)c1N)C(C(=O)NC1CCCC1)c1ccc2ncccc2c1 (stereo not given),6,7,22,11,8,-9,10,27
CCOC(=O)c1ccccc1NC(=O)N1CCn2c(C)ccc2C1CC (stereo not given),2,3,6,11,-6,-4,9,-11
COc1ccc(NC(=O)C(=O)NCCC2CCCCN2S(=O)(=O)c2ccc(F)cc2)cc1 (stereo not given),-5,-39,-12,26,60*,-2,12,18
COc1ccc(CN2CCN(CCCCOc3ccc(Cl)cc3)CC2)c(OC)c1OC,1,-5,7,4,28,15,35,-4
COc1cccc(Cn2c(=O)c3[nH]cnc3n(-c3ccccc3C)c2=O)c1,-1,0,-2,-21,7,-3,17,-6
CCOC(=O)N1CCN(C(=O)C2CC(c3ccc(F)cc3)=NO2)CC1 (stereo not given),12,7,3,-5,5,-5,11,5
CC1=NN(C(N)=S)C(=O)C1N=Nc1ccccc1C(=O)O (stereo not given),-7,1,-8,0,-6,-2,-2,2
CCOC(=O)N1CCC(NC(=O)c2cc(C(=O)NCC(OC)OC)ccc2CO)CC1,9,6,-5,-4,-8,-6,1,-1
O=C1C2C3CCC(C3)C2C(=O)N1c1ccc2ccccc2c1 (stereo not given),11,2,4,5,7,-3,6,0
C#CCOCCOCCOCCNc1nc(N2CCN(C(=O)[C@H](CCCCN)n3cc(CCC(=O)O)nn3)CC2)nc(N2CCN(C(=O)[C@H](CCCCN)n3cc(CC(C)O)nn3)CC2)n1 (stereo not given in full),2,21,2,-3,20,-12,-2,3
COc1ccc(/C=N/NC(=O)c2ccc(=O)n(C)c2)cc1OC,-2,12,-9,-8,-6,-4,6,-2
CN1CCN(C(=O)CCCN2C(=O)/C(=C/c3ccc(Cl)cc3)SC2=S)CC1,21,-5,14,20,5,8,13,6
Cc1csc(=O)n1CCC(=O)OCC(=O)N(CC(C)C)c1c(N)n(Cc2ccccc2)c(=O)[nH]c1=O,7,22,-2,-1,2,11,-7,10
Cc1ccc(Nc2c3c(nc4ccccc24)CCC3)cc1,-2,-40,13,-11,13,-20,7,11
Cc1cccc(NC(=O)c2cc(S(=O)(=O)NCc3ccco3)ccc2F)c1C,-8,-3,0,-13,18,-6,13,2

# A draw from above in order of molar mass, ascending:
SMILES,SENP8 inh,697 NFkB inh,UBC13 inh,Apaf1 inhib,Jurkat NFkB inh,EBI2 block,CCR6 antag,Gli-Sufu block
O=C1C2C3CCC(C3)C2C(=O)N1c1ccc2ccccc2c1 (stereo not given),11,2,4,5,7,-3,6,0
CCOC(=O)N1CCN(C(=O)C2CC(c3ccc(F)cc3)=NO2)CC1 (stereo not given),12,7,3,-5,5,-5,11,5
CCOC(=O)c1ccccc1NC(=O)N1CCn2c(C)ccc2C1CC (stereo not given),2,3,6,11,-6,-4,9,-11
CN1CCN(C(=O)CCCN2C(=O)/C(=C/c3ccc(Cl)cc3)SC2=S)CC1,21,-5,14,20,5,8,13,6
